N370S GC mod – inhibitors or activators of N370S glucocerebrosidase for Gaucher disease; hit rate 0.092% among 330,000; P04062; Potency, µM (titrated, usually from 59.4 µM), for inactives: at the highest dose activity change, negative = inhibition, most hits filed as inhibitors; AID 2101; N370S GC spleen homogenate, 4MU-glucoside fluorescence;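 also: 0% = full enzyme activity and -100% = no enzyme basal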
TDP1 cell noCPT – qHTS for Inhibitors of human tyrosyl-DNA phosphodiesterase 1 (TDP1): qHTS in cells in absence of CPT | DT40 Tdp1-/- hTDP1 cells, no CPT, ATP luminescence, 48 h | Potency, µM (titrated, usually from 46.2 µM), for the others: at the highest dose activity change, negative = growth inhibition, most hits filed as inhibitors | hit rate 15% among 420,000 | AID 686978, 2013; also: nearly all actives have a fitted effect of over 55% in size
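Growth of hTDP1-complemented DT40 Tdp1-knockout cells is measured by ATP luminescence after at least 48 hr compound exposure at 37 °C, with DMSO substituting for the 20 nM CPT used in the parallel screen.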
TDP1 block – blocks human tyrosyl-DNA phosphodiesterase 1. Potency, µM (highest dose often 130 µM), inactives show at the top dose activity change, negative = inhibition, hits mostly inhibitors. Q9NUW8. recombinant TDP1, AlphaScreen DNA substrate cleavage. hit rate 0.28% among 350,000; also: nearly all actives have a fitted effect of over 40% in size
Target sequence (Q9NUW8 whole entry, looked up): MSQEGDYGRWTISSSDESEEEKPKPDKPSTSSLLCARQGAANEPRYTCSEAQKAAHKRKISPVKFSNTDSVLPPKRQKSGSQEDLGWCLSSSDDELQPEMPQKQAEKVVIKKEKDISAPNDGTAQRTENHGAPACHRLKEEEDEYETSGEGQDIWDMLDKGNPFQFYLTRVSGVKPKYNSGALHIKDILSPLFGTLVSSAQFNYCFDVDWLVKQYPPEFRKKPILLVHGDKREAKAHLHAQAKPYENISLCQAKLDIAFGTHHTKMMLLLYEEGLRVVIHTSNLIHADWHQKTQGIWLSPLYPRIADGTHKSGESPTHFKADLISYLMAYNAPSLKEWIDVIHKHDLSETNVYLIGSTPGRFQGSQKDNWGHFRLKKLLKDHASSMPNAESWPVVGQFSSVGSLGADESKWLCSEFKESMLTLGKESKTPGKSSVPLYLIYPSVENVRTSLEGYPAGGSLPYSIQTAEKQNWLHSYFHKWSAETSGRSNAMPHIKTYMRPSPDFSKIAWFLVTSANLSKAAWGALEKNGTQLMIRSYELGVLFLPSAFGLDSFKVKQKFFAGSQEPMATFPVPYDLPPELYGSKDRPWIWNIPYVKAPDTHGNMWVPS
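Enzyme-compound mixtures sat 15 min at room temperature, followed by a 5 min reaction with 15 nM final substrate and 10 min with AlphaScreen beads. Recombinant human Tdp1 was used at 1 nM final.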
The depositor's hits bear a star; ? = inconclusive; . = not tested or not shown; & = joins results of further samples; [ ] = another dose, or the depositor's remark. Calls follow the shape of the dose curve; as a rule, active = well fitted curve in the direction sought with a large enough effect; inconclusive = small, poorly fitted or top-dose-only effect, or another doubt; inactive = no such curve, though single readings can be large; an effect the other way counts as inactive or inconclusive. Unless noted, % is scaled to controls: 0 for no effect and ±100 for the full control effect; potency is read from the fitted curve at half-maximal effect.

structure,N370S GC mod,TDP1 cell noCPT,TDP1 block
CN(Cc1cccnc1)C(=O)CC1C(=O)NCCN1CC(c1ccccc1)c1ccccc1 (stereo not given),-17%,-5%,1%
Fc1ccc(-c2csc(NC3=NCCC3)n2)cc1,-1%,?,-3%
CCCCCC1CCC(c2ccc(/C(N)=N/O)cc2)CC1 (stereo not given),?,8.2µM*,.
CO/N=C(/C(=O)NC1C(=O)N2C(C(=O)O)=C(CSc3nc(=O)c(O)nn3C)CSC12)c1csc(N)n1 (stereo not given),7%&-11%,?,7.1µM*
CCOC(=O)c1c(C)[nH]c(C)c1S(=O)(=O)N1CCC(C(=O)Nc2ccc(F)cc2F)CC1,.,1%,-3%
O=C(Nc1ccc(N2CCOCC2)cc1)c1cc(F)c(F)cc1Cl,-8%,-16%,3%
Nc1nnc(SCC(=O)N2CCN(c3ccccc3)CC2)s1,-1%,-7%,5%
CCc1ccc(NC(=O)N(Cc2cccnc2)Cc2ccco2)cc1,3%,-14%,-4%
N#Cc1cccc(C(=O)Nc2ccccc2C(=O)NC2CC2)c1,?,?,0%
COCCn1c(CN2CCN(c3cccc(Cl)c3)CC2)nc2c1c(=O)n(C)c(=O)n2C,4%,13µM*,4%
Cc1ccc(-n2c(=O)c3c(C)c(C(=O)N(C)C)sc3n(Cc3ccccc3C)c2=O)cc1C,.,?,-2%
C/C(=C\c1ccccc1)CN1CCN(C)CC1,-3%,-4%,.

(continued)
structure,N370S GC mod,TDP1 cell noCPT,TDP1 block
CC(=O)Nc1ccc(C(=O)OCC(=O)Nc2c(C)n(C)n(-c3ccccc3)c2=O)cc1,.,22%,1%
COC(=O)c1ccccc1NC(=O)CSCC(=O)Nc1ccccc1,8%,0%,4%
COc1cc(-c2noc(-c3cc(C(C)C)[nH]n3)n2)cc(OC)c1OC,.,21µM*,8%
COc1ccccc1-n1c(SCC(=O)O)nc2c(sc(=S)n2-c2ccc(Cl)c(C)c2)c1=O,-18%,1%,.
O=C(N=C1SC2CS(=O)(=O)CC2N1c1ccc(Cl)cc1)C1CCCO1 (stereo not given),-26%,2%,1%
Cc1cc(C)c(C(=O)Nc2cccc(F)c2)c(Cl)n1,-10%,1%,1%
CNC(=O)C1CC(=O)N(CCc2ccc(C)cc2)C1 (stereo not given),5%,-7%,.
O=C(CN1C(=O)NC(CCc2ccccc2)C1=O)Nc1ccccc1C(F)(F)F (stereo not given),.,4%,1%
COc1ccc(CCNc2cc(C)nc(N)n2)cc1OC,19%,?,.
CNC(=S)NC1CC2CCC(C1)N2Cc1ccccc1 (stereo not given),4%[12.8 µM],-4%,-1%
Cc1nc(NC(=O)CCC(=O)O)sc1C(=O)N(C)C,-26%,-12%,4%
CN(C)S(=O)(=O)c1ccc2c(c1)c(=O)c(C(=O)N1CCN(c3ccccn3)CC1)cn2C,5%,-20%,4%

(listing goes on)
structure,N370S GC mod,TDP1 cell noCPT,TDP1 block
O=C(Nc1c(C(=O)N2CCCC2)cnn1-c1ccccc1)c1cccc(F)c1,2%,-4%,4%[56.1 µM]
COc1ccc(-c2cc(C(=O)Nc3sc4c(c3C#N)CCCC4)no2)cc1OC,.,-8%,-2%
CC(C)(C)C1CCc2nc(NC(=O)Cc3cn4ccsc4n3)sc2C1 (stereo not given),?,?,9%
O=S(=O)(NCc1cc(-c2ccccc2Cl)no1)c1ccc(Cl)cc1,18%,?,-2%
CCCCCOc1ccc(C(C)(O)C(CN2CCOCC2)c2ccccc2)cc1 (stereo not given),-22%,21µM*,.
O=C(CSc1cn(CCNC(=O)c2c(F)cccc2F)c2ccccc12)NCC1CCCO1 (stereo not given),-1%,?,3%
COc1ccc(NC(=O)C(c2ccc(OC)cc2)N(C)C(=O)c2cnccn2)cc1 (stereo not given),-2%,-7%,1%
COc1ccc(OC)c(CNC(=O)CCc2cn(C)c3ccccc23)c1,-4%,-9%,.
CCCNC(=O)C(Cc1cccc(Br)c1)NC(=O)c1ccc(C#N)cc1 (stereo not given),.,?,1%
COC(=O)c1[nH]c2ccc(Br)cc2c1NC(=O)CN1CCCc2ccccc21,8%[12.8 µM],18µM*,6%
Cc1c(C(=O)NNC(=O)c2cccnc2)cccc1[N+](=O)[O-],.,-27%,1%
CCCc1cc(=O)[nH]c(SCC(=O)Nc2ccc(C)cc2)n1,13%,-6%,0%

New compounds follow:
structure,N370S GC mod,TDP1 cell noCPT,TDP1 block
COc1ccc(S(=O)(=O)Cc2ccc(C(=O)NCc3ccc(F)cc3)o2)cc1,-14%,.,5%
CCn1cc(C(=O)NCCc2ccc(Cl)cc2)c(=O)c2cc(S(=O)(=O)N3CCCCCC3)ccc21,.,1%,0%
CCCOCC1CC2(SC(=Nc3ccc(C)cc3)NC2=O)C(=O)O1 (stereo not given),5%,?,-7%
COc1cc(/C=C2/C(=N)N3C=CSC3=NC2=O)ccc1OCCOc1ccc(NC(C)=O)cc1,-15%,-1%,3%
O=C(CCNC(=O)c1ccc(Br)cc1)NCC1CCCO1 (stereo not given),-2%,-1%,.
O=C(COC(=O)c1ccccc1)c1ccc(S(=O)(=O)N2CCCCC2)cc1,-2%,4%,-1%
COc1ccc(-n2ncc(C(C)NS(=O)(=O)c3cccs3)c2C)cc1 (stereo not given),-6%,?,2%
CSc1nc(C)[nH]c(=O)c1C#N,-2%,-9%,9%
CC(C)OC(=O)CC(NC(=O)OC(C)(C)C)c1ccccc1 (stereo not given),12%&-2%,7%,1%&1%
N#CC1=C(SCc2ccccc2)NC(=O)CC1c1ccc(O)cc1 (stereo not given),-21%,?,9%
CCCN(c1ccccc1F)S(=O)(=O)c1ccc2c(c1)C(C)(C)C(=O)N2C,.,?,5%
Cc1ccc(NC(=O)C2CCCC2)cc1S(=O)(=O)N1CCOCC1,.,8%,0%[56.1 µM]

Additional structures follow:
structure,N370S GC mod,TDP1 cell noCPT,TDP1 block
CCOC(=O)CSc1nnc(CSc2nc(N)c3c(C)c(C)sc3n2)n1-c1ccccc1,5%,17%,-3%
Cc1nn(-c2ccccc2)c(Cl)c1/C=N/NC(=O)c1ccccc1NS(=O)(=O)c1cccs1,11%,?,7%
Cc1c(-c2cccc(NC(=O)c3cccs3)c2)nc2ncccn12,?,?,3%
CCOc1ccccc1N/C(=N/c1nc(C)cc(C)n1)NC(=O)Nc1ccc(Cl)c(Cl)c1,-3%,.,3%
CN(C)NC(=O)c1ccc([N+](=O)[O-])s1,1%,16µM*,5%
CCCCC[C@H](O)/C=C/C=C\CCCCCCCC(=O)O,5%&2%&-3%,?,7%&6%&4%
O=[N+]([O-])c1cccc(S(=O)(=O)NC2CC3CCC2C3)c1 (stereo not given),-10%,-1%,.
OC[C@@H](O)[C@@H](O)CO,-6%,11%,.
O=[N+]([O-])c1ccc(S(=O)(=O)Nc2ccccn2)cc1,4%,10%,.
CCn1c(O)c(N=Nc2ccc3ccccc3n2)c2ccccc21,3%,23µM*,.
COCCNC(=O)c1cc2ncc(Br)cn2n1,2%,0%,-1%
Cc1ccc(-n2ncc3c(SCC(=O)NNC(=O)C(C)C)ncnc32)cc1,-1%,-19%,.

Continued.
structure,N370S GC mod,TDP1 cell noCPT,TDP1 block
Cn1cccc1Cc1nnc(SCC(=O)NC2CCCCC2)n1-c1ccc(F)cc1,-4%,?,12%
CC12CCCCC1N(O)C(=O)C(=O)N2O (stereo not given),5%,-3%,11%
CC1CCCN(C(=O)CN2C(=O)c3ccccc3C2=O)C1 (stereo not given),3%,-12%,1%
COc1ccccc1CNc1ncnc2ccc(-c3cccc(NS(C)(=O)=O)c3)cc12,-14%,1.5µM*,.
Cc1ccc(NC(=O)CCCn2c(=O)c3cccn3c3ccccc32)cc1Cl,.,?,5%
CN(C(=O)c1cc2c(Cl)nc3ccccc3c2s1)c1cccc(C(F)(F)F)c1,.,-21%,5%
Cc1[nH]c2ccccc2c1/C=N/NS(=O)(=O)c1ccccc1,?,-21%,2%
Cc1cc(NC(=O)CCC(=O)N(c2ccc(F)cc2)C(C(=O)NC2CCCC2)c2ccncc2)no1 (stereo not given),4%,-21%,2%
COc1ccc(NC(=O)CSc2nnc(-c3ccco3)n2N)cc1Cl,-3%,20%,-1%
CC1CCC2C(=O)N(c3cccc(C(=O)Nc4ccccc4Cl)c3)C(=O)C2C1 (stereo not given),-1%,1%,2%[56.1 µM]
O=C(CCNS(=O)(=O)c1ccccc1Cl)OCc1nnc(-c2ccccc2Cl)o1,.,0%,1%
Cc1cccc(N2CN(S(=O)(=O)c3cccc([N+](=O)[O-])c3)c3nc4ccccc4nc32)c1,.,-15%,2%

Structural class: the entries above containing an NH in an aromatic ring.
structure,N370S GC mod,TDP1 cell noCPT,TDP1 block
CCOC(=O)c1c(C)[nH]c(C)c1S(=O)(=O)N1CCC(C(=O)Nc2ccc(F)cc2F)CC1,.,1%,-3%
COc1cc(-c2noc(-c3cc(C(C)C)[nH]n3)n2)cc(OC)c1OC,.,21µM*,8%
COC(=O)c1[nH]c2ccc(Br)cc2c1NC(=O)CN1CCCc2ccccc21,8%[12.8 µM],18µM*,6%
CCCc1cc(=O)[nH]c(SCC(=O)Nc2ccc(C)cc2)n1,13%,-6%,0%
CSc1nc(C)[nH]c(=O)c1C#N,-2%,-9%,9%
Cc1[nH]c2ccccc2c1/C=N/NS(=O)(=O)c1ccccc1,?,-21%,2%

Next section
structure,N370S GC mod,TDP1 cell noCPT,TDP1 block
COCCn1c(=O)c(-c2ccc(Cl)cc2)nc2cnc(OC)nc21,7%,?,.
Cc1nn(CCC(=O)NCc2ccc(N(C)C)cc2)c(=O)c2nn(-c3ccccc3)c(C)c12,3%,10%&-26%,2%&3%
Cc1cccc(OCC2=NS(=O)(=O)c3ccccc3N2)c1,1%,-17%,2%
COc1ccc(CC(=O)Nc2ccccc2NC(=O)Cc2ccc(OC)cc2)cc1,2%,3%,.
CC(=O)N1CCN(C(=O)c2cccc(S(=O)(=O)NCc3ccccc3)c2)CC1,-11%,-8%,.
C=CCN1C(=O)c2ccc(C(=O)N3CCC(C(N)=O)CC3)cc2C1=O,-1%,4%,4%
CC(C)c1nnc(NC(=O)CC(=O)Nc2ccccc2C(=O)O)s1,-16%,-25%,5%
CCOC(=O)c1c(C)[nH]c(C(=O)NNC(=O)c2ccccc2)c1C,-7%,-7%,4%
COc1ccc(N2CCN(C(=S)NCc3ccc(C)cc3)CC2)cc1,2%,-3%,3%
CC(NCc1ccc(F)cc1)C(=O)Nc1cc(S(=O)(=O)N2CCCCC2)ccc1Cl (stereo not given),-3%,?,0%
COc1ccc(Cl)cc1C(=O)n1cnc2ccccc21,1%,6%,.
Cn1cc(Br)c(C(=O)Nc2sc3c(c2C(N)=O)CCC3)n1,-6%,-27%,2%

(further entries)
structure,N370S GC mod,TDP1 cell noCPT,TDP1 block
Cc1ccc(S(=O)(=O)[N-]c2nc3ccccc3nc2-n2cc[n+](Cc3ccccc3)c2)cc1,?,-22%,0%
O=C(CN1C(=O)c2ccccc2C1=O)NCC(=O)OCC(=O)c1cccc([N+](=O)[O-])c1,-15%,-12%,0%
O=C(O)c1cccc(S(=O)(=O)Nc2ccccc2N2CCOCC2)c1,2%,-2%,.
Cc1cccc(N2CCN(C(=O)c3ccc(CS(=O)(=O)c4ccccc4C)o3)CC2C)c1 (stereo not given),0%,8%,8%
CC1(C)CC(=O)C(C=Nc2ccccc2Sc2ccccc2)=C(O)C1,?,-25%,-14%
COc1ccc(OCC(=O)NCCCCCCNC(=O)COc2ccc(OC)cc2)cc1,0%,-15%,2%
O=C(Nc1ccc2c(c1)OCO2)N1CCN(c2ccccc2Cl)CC1,27%[12.8 µM],?,5%
COc1ccccc1C(C)NC(=O)Cc1ccc(S(=O)(=O)N2CCOCC2)s1 (stereo not given),-10%,?,.
CC1CCC(NC(=O)CN(C)CC(=O)Nc2ccc(F)cc2)CC1 (stereo not given),.,-14%,0%
COc1ccc(C(=O)OC(C)CN2CCN(C)CC2)cc1 (stereo not given),-1%,-2%,6%
CC(=O)OC1c2ccccc2C(=O)N1Cc1ccccc1Cl (stereo not given),8%,-26%,7%
COC(=O)NC(c1ccccc1)[C@]1(C(C)=O)CCCC1=O (stereo not given in full),0%[12.8 µM],.,5%[21 µM]

Continued.
structure,N370S GC mod,TDP1 cell noCPT,TDP1 block
Cc1c(C(=O)NCc2ccc(OC(C)C)cc2)sc2ncnc(N(C)C3CCCCC3)c12,.,?,0%
CCc1cccc(CN2CCC(CNC(=O)Nc3ccc(Cl)cc3)CC2)c1,23%,?,-4%
CCOCC(=O)Nc1cccc(Br)c1,-21%,-11%,5%
CN1C(=O)CC(N2CCN(CCN=CC3=C(O)CC(C)(C)CC3=O)CC2)C1=O (stereo not given),5%,-2%,6%
COc1ccccc1NC(=O)Nc1cc(C(C)C)ccc1C,0%,-22%,.
COc1cc(OC)cc(C(=O)Nc2ccc(C(=O)Nc3ccccc3OC)cc2)c1,.,?,2%
COCCCNC(=O)c1cc(C)nc2ccc(F)cc12,5%,-2%,8%

An excerpt; rates above refer to the full screens.
